# High-throughput results (PubChem)
# HBB splice mod = modulators of hemoglobin beta chain splicing | HBB splicing reporter cell assay, activation; EGFP reporter with mutant IVS2-654 intron; response scale: normalised to 500 nM splice-correcting PNA | Potency, µM (doses to about 46.1 µM), for inactives: at the top dose activation, actives largely listed as activators | actives 0.06% (n = 65,000) | AID 925; also: potency is read from the fitted curve at half-maximal effect; 0% is about no effect
#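 HeLa cells stably expressing EGFP interrupted by mutant beta-globin intron 2 (IVS2-654), 500/well in 2% FCS. Treated with compound for 2 days at 37C. Splicing correction scored as total well GFP intensity (488 nm excitation, 500-520 nm emission); 500 nM antisense PNA served as control.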
# Ub-GFP proteasome = inhibits proteasome, raising ubiquitin-GFP reporter fluorescence. Ubiquitin-GFP reporter cells, proteasome inhibition, GFP fluorescence; response scale: untreated = 0%, 10 µM MG-132 = 100%. Potency, µM (highest dose often 45.9 µM), inactives show at the top dose activation (GFP accumulation), hits mostly activators. 67,000 tested, under 10 active; active = well fitted activation curve with a large enough effect, not every such curve was filed as active; inconclusive = small, poorly fitted or top-dose-only effect, or another doubt; inactive = no such curve, though single readings can be large or run the other way; also: potency is read from the fitted curve at half-maximal effect
#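 U2OS cells expressing ubiquitin(G76V)-GFP, seeded overnight in 0.5% FBS medium, then treated 4 hr at 37 C across 46 uM to 2.9 nM. GFP-positive cells counted by laser cytometry (488 ex/515 em); %activity scaled between basal and 10 uM MG-132.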
# BRCT PPI red = inhibitors of human BRCA1 BRCT-phosphoprotein interaction (red fluorophore); actives 0.03% (n = 75,000); Potency, µM (series often up to 76.9 µM), for the others: at the top dose activity change, negative = inhibition, usual class: inhibitors; AID 892; BRCT-phosphopeptide binding, red fluorescence polarization; P38398; also: % is scaled to controls: 0 for no effect and ±100 for the full control effect
#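 Fluorescence polarization: 100 nM His-tagged BRCA1 BRCT with 100 nM TAMRA-labelled phospho-BACH1 decapeptide, phosphate buffer pH 7.3 with 150 mM NaCl, DTT, 0.01% Tween 20; 12 min RT. Binding inhibition seen as FP decrease.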
# CRE-bla Fsk = modulators of forskolin-stimulated CRE signaling in CHO cells; actives 2.5% (n = 71,000); CHO CRE-bla reporter (cAMP response element driving beta-lactamase), forskolin EC10, beta-lactamase ratio; Potency, µM (highest dose often 38.2 µM), inactives show top-dose activity change, negative = inhibition, most hits filed as activators; active = well fitted activation curve with a large enough effect in the signal ratio, with a control signal flat, not every such curve was filed as active; inconclusive = small, poorly fitted or top-dose-only effect, or effect the other way, or a change in a side signal; the % refers to the signal ratio; also: potency is read from the fitted curve at half-maximal effect; % of control where 0% means no effect
#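 The 460nm/530nm emission ratio after CCF4 loading defined %Activity, from which AC50 values were obtained. CRE-bla CHO cells received compound dilution series together with an EC10 level of NKH 477 for 3 hours at 37 degrees Celsius.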
# 15-hLO inh = 15-hLO (ALOX15) enzyme inhibition | Potency, µM (highest dose often 57.1 µM), without a hit: at the top dose activity change, negative = inhibition, most hits filed as inhibitors | purified 15hLO-1, xylenol orange hydroperoxide absorbance | actives 1.4% (n = 74,000) | P16050; also: potency is read from the fitted curve at half-maximal effect; % is scaled to controls: 0 for no effect and ±100 for the full control effect; nearly all actives have a fitted effect of over 55% in size
# Target sequence (P16050 whole entry, looked up): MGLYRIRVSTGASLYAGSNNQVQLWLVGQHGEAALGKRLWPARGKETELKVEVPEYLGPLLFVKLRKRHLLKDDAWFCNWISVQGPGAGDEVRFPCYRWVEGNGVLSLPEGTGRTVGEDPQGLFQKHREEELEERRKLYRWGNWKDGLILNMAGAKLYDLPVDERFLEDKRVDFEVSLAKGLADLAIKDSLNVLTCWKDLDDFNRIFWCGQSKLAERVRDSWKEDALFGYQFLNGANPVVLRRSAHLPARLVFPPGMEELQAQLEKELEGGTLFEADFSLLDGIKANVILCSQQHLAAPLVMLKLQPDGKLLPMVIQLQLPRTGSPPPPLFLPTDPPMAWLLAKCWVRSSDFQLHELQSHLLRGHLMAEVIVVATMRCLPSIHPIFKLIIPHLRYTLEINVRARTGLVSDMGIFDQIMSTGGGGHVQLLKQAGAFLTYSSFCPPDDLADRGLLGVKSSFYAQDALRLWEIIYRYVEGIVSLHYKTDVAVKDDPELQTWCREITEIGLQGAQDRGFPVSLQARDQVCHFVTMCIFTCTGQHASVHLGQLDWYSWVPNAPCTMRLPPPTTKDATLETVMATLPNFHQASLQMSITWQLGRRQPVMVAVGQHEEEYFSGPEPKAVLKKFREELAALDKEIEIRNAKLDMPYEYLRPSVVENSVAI
#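 Readout: Fe(III)-xylenol orange absorbance, 573-to-405 nm ratio as reaction progress. Enzyme 40 nM purified human 15hLO-1, substrate 50 uM arachidonic acid, 6 min RT after 15 min compound preincubation; Hepes pH 7.5 buffer with Triton X-100.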
# Epigenetic mod = epigenetic GFP locus derepression in mouse cells; actives 0.09% (n = 68,000); Potency, µM (highest dose often 46.1 µM), inactives show top-dose GFP derepression (activation); mouse C127i GFP locus derepression, cytometry, 30 h; also: % of control where 0% means no effect
#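 Derepression screen: silenced CMV-GFP reporter in murine C127i cells, 30 h compound incubation at 37 C, washed cells imaged by laser-scanning cytometer to enumerate GFP-expressing objects of 20 to 120 um.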
# HADH2 inhib = HADH2 (human) dehydrogenase inhibition; Q99714; recombinant HADH2, NADH fluorescence, beta-hydroxybutyryl-CoA; Potency, µM (top dose mostly 57.1 µM), inactives show at the top dose activity change, negative = inhibition, most hits filed as inhibitors; actives 3.4% (n = 73,000); AID 886; also: potency is read from the fitted curve at half-maximal effect; % is scaled to controls: 0 for no effect and ±100 for the full control effect; nearly all actives have a fitted effect of over 60% in size; many of its hits are not listed in these tables
# Target sequence (Q99714 whole entry, looked up, one chain of several): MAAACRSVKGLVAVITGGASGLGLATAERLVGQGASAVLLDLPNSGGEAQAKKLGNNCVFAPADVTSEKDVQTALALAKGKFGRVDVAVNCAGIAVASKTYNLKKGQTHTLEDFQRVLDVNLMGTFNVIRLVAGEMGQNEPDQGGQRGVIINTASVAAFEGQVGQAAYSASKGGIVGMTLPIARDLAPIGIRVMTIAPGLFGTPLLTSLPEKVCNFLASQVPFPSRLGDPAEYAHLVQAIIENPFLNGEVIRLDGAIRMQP
#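 NADH fluorescence (ex 360/em 450 nm) read every 30 s for 4 min; activity taken as last-minus-first time point difference. Enzyme 20 nM, NAD+ 1 mM, beta-hydroxybutyryl-CoA 90 uM, pH 9.0 Tris buffer.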
# USP2a inhib = blocks human ubiquitin-specific protease USP2a | Potency, µM (highest dose often 38.3 µM), without a hit: at the top dose activity change, negative = inhibition, usual class: inhibitors | USP2a enzymatic assay, qHTS inhibition | O75604 | AID 927 | actives 0.1% (n = 60,000);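 also: potency is read from the fitted curve at half-maximal effect; nearly all actives have a fitted effect of over 60% in size; plate controls were DMSO for no effect and NEM full inhibition control for full effect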
#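 Coupled readout: USP2-cleaved Ub-PLA2 (20nM final) turns over NBD C6-HPC (20uM final), Ex 460nm/Em 535nm after 2.5 h, time-zero read flagging artifacts. Enzyme (20nM final, pH 8.0 Tris) given 30 min RT with compound first; NEM defines full inhibition.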
# Hsp90 Hop PPI = changes Hsp90-Hop TPR2A binding signal, up or down | AlphaScreen TPR2A-His6 binding biotin-Hsp90 C-terminal peptide | Potency, µM (top dose mostly 57 µM), for inactives: at the top dose activity change, negative = inhibition | actives 0.44% (n = 71,000); active = well fitted curve in either direction with a large enough effect; inconclusive = small, poorly fitted or top-dose-only effect, or another doubt; also: potency is read from the fitted curve at half-maximal effect; % is scaled to controls: 0 for no effect and ±100 for the full control effect; many of its hits are not listed in these tables
# Pol III holo inh = blocks replication by bacterial DNA polymerase III holoenzyme; reconstituted DNA polymerase III holoenzyme replication, biochemical; actives 0.25% (n = 71,000); AID 603; Potency, µM (titrated, usually from 57.1 µM), without a hit: top-dose activity change, negative = inhibition; also: potency is read from the fitted curve at half-maximal effect; % is scaled to controls: 0 for no effect and ±100 for the full control effect
#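 Reconstituted *E. coli* holoenzyme (0.35 nM Pol III, 1 nM beta, 154 nM SSB, 2 nM primase) was preincubated with compound for 15 min at RT. Synthesis on 1.4 nM ssM13Gori ran 35 min, then was stopped with PicoGreen/EDTA and read as dsDNA fluorescence.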
# BRCT inh green = blocks human BRCA1 BRCT binding to phosphopeptide, green readout | BRCA1 BRCT-phosphopeptide binding, green fluorescence polarization | Potency, µM (series often up to 76.9 µM), without a hit: top-dose activity change, negative = inhibition, actives largely listed as inhibitors | actives 0.05% (n = 75,000) | AID 875;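 also: potency is read from the fitted curve at half-maximal effect; plate controls were peptide without protein for full effect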
#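 Compounds were incubated for 12 min at room temperature with a complex of 100 nM fluorescein-tagged pBACH1 decapeptide and 250 nM His-tagged BRCT protein. Buffer was phosphate pH 7.3 with EDTA, DTT and Tween 20. Disruption of binding lowers the polarization signal.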
# Active calls of the source: *; ? = inconclusive; . = not tested or not shown; & = joins results of further samples; [ ] = dose if it differs, or a comment. Unless noted, calls follow the shape of the dose curve; as a rule, active = well fitted curve in the direction sought with a large enough effect; inconclusive = small, poorly fitted or top-dose-only effect, or another doubt; inactive = no such curve, though single readings can be large; an effect the other way counts as inactive or inconclusive. The list is partial, so the mix of outcomes need not match the whole.
SMILES,HBB splice mod,Ub-GFP proteasome,BRCT PPI red,CRE-bla Fsk,15-hLO inh,Epigenetic mod,HADH2 inhib,USP2a inhib,Hsp90 Hop PPI,Pol III holo inh,BRCT inh green
CCCCCC(=O)O[C@H](CC(=O)O)C[N+](C)(C)C,.,-3%,1.7%,?,0%[25.6 µM],2%,2%,.,-2%,-8%,0.1%
c1ccn2c(SCc3ccc4c(c3)OCO4)nnc2c1,-0.1%[57.5 µM],1%,-0.9%,-6%,1%,3%,18%,2%,-5%,0%,-0.9%
Cc1c(C(=O)O)nc(/C=C\C(=O)O)[nH]c1=O,3.8%[9.22 µM],-2%[9.17 µM],-1.8%[15.4 µM],3%[7.6 µM],8%[11.4 µM],-2%[9.22 µM],4%[11.4 µM],.,-4%[11 µM],-5%[11.4 µM],-0.4%[15.4 µM]
Cc1ccccc1C1CC(c2ccc(Br)cc2)Nc2nc(N)nn21 (configuration not stated),-1.1%,-7%,-0.2%,-9%,19%,.,-6%,.,-5%[2.3 µM],-5%,-2.4%
O=C(Nc1cnc2ccccc2c1)c1ccco1,.,-1%,-2.0%,0%,-11%,0%,6%,-4%,-3%,-1%,-0.9%
COC(=O)c1[nH]c2ccccc2c1NC(=O)CCN1CCSCC1,2.1%[1.84 µM],-14%,-1.9%,-12%,1%,0%,-6%,3%,1%,-1%,-3.4%
Cc1ccc(-c2nnc3n2N=C(c2ccc(Br)cc2)CS3)cc1,-0.1%,9%,0.9%,10µM*,-6%,5%,7%,.,-7%,-7%,-0.8%
Cc1csc2nc(CNS(=O)(=O)c3cccnc3)cn12,-1.0%,-6%,-1.8%,-2%,3%,0%,-2%,-8%,0%,-5%,0.0%
Nc1ccccc1C(=O)C[C@@H](N)C(=O)O,.,0%,.,?,.,-2%[9.22 µM],-10%,.,?,3%,.
CC(=O)c1sc2ccccc2c1OC(=O)c1ccco1,-0.8%[9.22 µM],5%,-0.7%,-3%,-3%,0%,-5%,-8%,-1%,-7%,-1.8%
Cc1cc(C)c2c(CN3CCN(C)CC3)cc(=O)oc2c1,6.3%,-5%,0.6%,6%,-2%,0%,21%,-1%,?,8%,-0.8%
Cc1ccc(-c2c3c(=O)n(C)c(=O)n(C)c3cn2Cc2ccccn2)cc1,-4.2%[57.5 µM],-4%,-0.1%,?,15%,-2%,11%,5%,-25%,-3%,1.1%
CC1(C(=O)N(CC(=O)NC2CCCC2)Cc2ccco2)CC(=O)N=C2C=CC=CN21 (configuration not stated),-0.2%[57.5 µM],-1%,-2.0%,-1%,-1%,-1%,25µM*,-5%,1%,-5%,4.7%
c1ccc(Cn2ncc3c2ncn2c(-c4ccncc4)nnc32)cc1,.,-1%,-1.4%,12%,3%,-2%,-9%,13%,-2%,-5%,-0.6%
CC(C)(C)OC(=O)N1CCC[C@H]1c1nnc(SCc2c(F)cccc2Cl)o1,-3.5%[0.369 µM],1%,-2.7%,-2%,-2%,0%,-9%,0%,2%,-5%,-2.9%
Cc1cc(OCC(=O)N(C)C)c2c(-c3ccccc3)cc(=O)oc2c1,-0.2%,3%,0.4%,1%,1%,-2%,-17%,.,-5%,5%,0.7%
O=C(Cc1ccccc1)Nc1c2c(nn1-c1cccc(Cl)c1)CS(=O)(=O)C2,2.8%[0.369 µM],-4%,-2.4%,2%,2%,-3%,5%,7%,7%,-9%,1.7%
CS(=O)(=O)c1ccc2nc(NC(=O)Cc3ccccc3)sc2c1,-0.3%,-8%,-3.0%,?,3%,.,?,.,-3%,7%,2.3%
CCN(CC)c1nc(-c2nn[nH]n2)nc(N(CC)CC)n1,-1.1%,-3%,-0.8%,?,?,4%,8%,?,-5%,-2%,1.4%
O=C(NC(Cc1ccccc1)C(=O)OCC(=O)N1CCc2ccccc21)c1ccco1 (configuration not stated),1.5%[57.5 µM],0%,-0.5%,-3%,5%,2%,-4%,27%,-3%,-4%,0.3%
Cc1ccc(S(=O)(=O)OCC2CN3C(CCC(C)C3c3ccc(Br)cc3)C(=O)O2)cc1 (configuration not stated),0.6%&0.6%&-0.2%[9.22 µM],.,-1.6%&-0.7%&-0.9%[15.4 µM],.,-3%&8%&-2%[11.4 µM],.,9%&7%&11%[11.4 µM],.,.,.,-3.2%&-0.6%&-2.4%[15.4 µM]
CCOC(=O)C1CCCN(C(=O)COC(=O)c2cc(=O)c3ccccc3o2)C1 (configuration not stated),-0.8%,5%,0.1%,-15%,5%,6%,-6%,1%,-3%,-1%,-0.1%
Cn1c(Cn2nnc3ccccc32)nnc1SCC(=O)c1ccc(F)cc1,.,-4%,0.4%,-1%,2%,-1%,-12%,?,2%,-8%,-4.8%
COc1ccc(CCN=CC2=C(O)CCCC2=O)cc1OC,-0.8%,26%,1.4%,7%,1%,1%,-3%,1%,-2%,1%,-3.5%
Cc1cc(C(=O)Nc2c(F)cc(F)cc2Br)c(C)o1,-0.2%,-13%,-1.7%,?,0%,0%,-4%,-2%,-1%,-2%,0.6%

# The list continues:
SMILES,HBB splice mod,Ub-GFP proteasome,BRCT PPI red,CRE-bla Fsk,15-hLO inh,Epigenetic mod,HADH2 inhib,USP2a inhib,Hsp90 Hop PPI,Pol III holo inh,BRCT inh green
O=c1c(CCc2ccccc2)nc2cnc(N3CCOCC3)nc2n1CCc1ccccc1,1.1%,-2%,0.7%,?,-7%,2%[9.22 µM],5%,38%[activator],-3%,-6%,-0.7%
O=C(Cn1cc2c(n1)CCCCC2)NCc1cccs1,-0.2%,6%,-1.1%,0%,3%,-2%,8%,.,0%,4%,-2.1%
O=C(O)CNC(=O)[C@H]1NC(C(F)(F)F)(C(F)(F)F)OC1(C(F)(F)F)C(F)(F)F,4.5%[9.22 µM],0%[9.17 µM],-1.6%[15.4 µM],-4%[7.6 µM],-2%[11.4 µM],4%[9.22 µM],-5%[11.4 µM],.,-2%[11 µM],5%[11.4 µM],-1.1%[15.4 µM]
Cc1oc(-c2ccccc2F)nc1CN1CCC(C(=O)NC2CCCCCCC2)CC1,1.2%,35%,0.1%,?,-16%,0%,3%,6%,0%,1%,-2.0%
COC(=O)N1CCC2(CCCN(Cc3ccccc3)C2)CC1,2.8%,18%,-0.7%,-10%,3%,5%[9.22 µM],16%,5%,-1%,-2%,-4.0%
Cc1ccn(S(=O)(=O)c2ccc(C(C)(C)C)cc2)n1,0.2%,-1%,-0.5%,10%,?,0%,0%,41%[activator],4%,-6%,1.0%
CCOC(=O)c1nnsc1NC(C)=O,4.4%,-12%,-1.6%,?,3%,1%,-6%,-7%,-5%,1%,-1.6%
COCCCNC(=O)c1cc2c(=O)n(C)c3ccccc3c2n1C,0.6%,-3%,-4.1%,?,-18%,.,1%,.,-3%[2.3 µM],-11%,2.6%
CCOCCCNC(=O)C1c2ccccc2C(=O)N2CCc3ccccc3C12 (configuration not stated),1.6%,-3%,-0.2%,?,-2%,1%,6%,-4%,0%,-3%,-0.7%
O=C1[C@H]2CCn3c(=O)n(-c4ccccc4)c(=O)n3[C@H]2[C@H](O)[C@H]2O[C@@H]12,-1.3%[9.22 µM],.,0.0%[15.4 µM],.,5%[11.4 µM],.,-8%[11.4 µM],.,.,.,-2.1%[15.4 µM]
COc1ccc(N2CCN(Cc3nc4c(c(=O)n(C)c(=O)n4C)n3Cc3cccc(C)c3)CC2)cc1,-0.3%,0%,-1.5%,?,7%,.,6%,.,4%,-6%,-1.5%
CCC(=O)Nc1ccc(NC(=O)Cc2ccccc2)cn1,.,-6%,1.0%,-1%,-5%,-2%,?,2%,-6%,-1%,-0.5%
CCC(=O)Nc1ccccc1-c1nnn(CC(=O)N2c3ccccc3CC2C)n1 (configuration not stated),0.0%[57.5 µM],8%,-1.1%,-3%,3%,-4%,-6%,.,1%,-1%,2.0%
Cc1c(C(O)CN2CCN(Cc3ccc4c(c3)OCO4)CC2)c2ccccc2n1C (configuration not stated),-0.1%[57.5 µM],-1%,-1.6%,-26%,-21%,2%,1%,34%[activator],-10%,9%,-1.6%
CCCNC(=O)C1CCN(c2nc(C)cc(C)n2)CC1,.,3%,1.0%,0%,4%,-4%,-15%,1%,0%,-5%,0.4%
CC(C)CN1CCCC2(CCN(C(=O)c3cc(C(F)(F)F)cc(C(F)(F)F)c3)CC2)C1,2.9%,-7%,1.2%,-20%,1%,0%[9.22 µM],4%,59%[activator],?,14%,2.6%
